TRPC6 inh: inhibitors of mouse TRPC6 channel; Q61143; HEK293-TRPC6, membrane potential dye, ACh-evoked depolarization; stronger effect = lower value; B-score at 10 µM; 1.1% of 310,000 active;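 active = B-score under library mean minus 3 SD, initial fluorescence not abnormally high, positive integrated signal ratio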;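 also: B-score derived from integrated fluorescence ratio over the kinetic read; more negative B-score means stronger inhibition of depolarization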
MrgX1 antag: antagonists of human MrgX1 receptor | AID 588676 | 1.3% of 310,000 active | B-score at 10 µM | Q96LB2 | MRGX1-HEK293 calcium flux, Fluo-4, BAM8-22 antagonism; stronger effect = lower value;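 active = calcium-response B-score plate-corrected more than 3 library SD below zero, starting fluorescence within 5 deviations, no agonist response on first addition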;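 also: peak minus trough fluorescence over baseline after final BAM8-22 challenge near maximal dose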
MrgX1 allo act: allosterically activates human MrgX1 receptor signaling | Q96LB2 | B-score at 10 µM | MrgX1-HEK293, Fluo-4 calcium flux, FDSS; stronger effect = higher value | AID 588675 | 0.63% of 310,000 active;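 active = plate-corrected calcium response at least 3 library SD above typical, normal starting fluorescence, not activating the receptor alone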;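 also: compound read alongside a low EC10 to EC30 dose of BAM8-22 agonist; peak minus trough fluorescence over baseline measured at the second addition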
TRPC4 inh: TRPC4 (mouse) channel inhibition. Q9QUQ5. HEK293 TRPC4beta/mu-opioid, DAMGO-evoked Fluo4 calcium flux; stronger effect = lower value. B-score at 10 µM. 0.39% of 300,000 active. AID 2247;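 active = B-score over 3 SD under the library average, no early fluorescence shift, positive overall ratio signal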
Target sequence (Q9QUQ5 whole entry, looked up): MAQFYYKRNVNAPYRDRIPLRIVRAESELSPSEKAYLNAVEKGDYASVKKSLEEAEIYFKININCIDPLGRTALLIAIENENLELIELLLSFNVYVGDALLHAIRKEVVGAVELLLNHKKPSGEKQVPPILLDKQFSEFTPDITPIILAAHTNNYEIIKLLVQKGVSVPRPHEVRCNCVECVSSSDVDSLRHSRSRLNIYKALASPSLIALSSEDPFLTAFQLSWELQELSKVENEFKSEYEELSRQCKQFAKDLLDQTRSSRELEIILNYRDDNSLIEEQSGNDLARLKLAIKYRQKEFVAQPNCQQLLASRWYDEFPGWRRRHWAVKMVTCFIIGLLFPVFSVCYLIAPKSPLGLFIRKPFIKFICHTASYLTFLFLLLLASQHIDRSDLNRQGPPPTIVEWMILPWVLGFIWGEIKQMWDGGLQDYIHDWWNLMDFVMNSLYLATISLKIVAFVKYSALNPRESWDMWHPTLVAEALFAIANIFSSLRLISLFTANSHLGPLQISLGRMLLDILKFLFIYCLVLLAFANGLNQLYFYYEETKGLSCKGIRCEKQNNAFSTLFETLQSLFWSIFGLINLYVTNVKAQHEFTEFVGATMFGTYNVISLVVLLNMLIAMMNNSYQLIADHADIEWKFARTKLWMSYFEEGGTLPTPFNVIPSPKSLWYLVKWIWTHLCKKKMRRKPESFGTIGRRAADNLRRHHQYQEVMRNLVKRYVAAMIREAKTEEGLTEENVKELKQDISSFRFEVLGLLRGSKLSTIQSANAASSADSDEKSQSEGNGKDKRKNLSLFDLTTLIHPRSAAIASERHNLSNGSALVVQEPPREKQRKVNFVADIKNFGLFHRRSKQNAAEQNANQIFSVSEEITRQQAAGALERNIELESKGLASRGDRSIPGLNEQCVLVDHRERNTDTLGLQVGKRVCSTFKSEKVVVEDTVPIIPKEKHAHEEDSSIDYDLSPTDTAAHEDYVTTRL
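System: stable TRPC4beta/mu-opioid receptor HEK293 cells; Dosing: single-point compound dosing; Measured by: Fluo4 Ca2+ flux fluorescence; Read-out basis: per-well B score of integrated baseline-normalized Fluo4 ratio.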
TRPC4 potent: allosterically enhances the mouse TRPC4 cation channel | 0.42% of 310,000 active | B-score at 10 µM | HEK293 TRPC4beta/mu-opioid, DAMGO EC20, Fluo-4 Ca2+ flux; stronger effect = higher value;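 active = B-score of calcium response area above 5 SD of library B-scores, with initial fluorescence ratio within 5 SD of library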;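 also: B-score of integrated fluorescence ratio over time as area under calcium response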
MrgX1 ag: activates human MrgX1 receptor signaling | Q96LB2 | 0.44% of 310,000 active | MrgX1-HEK293 cells, Fluo-4 calcium fluorescence, agonist mode; stronger effect = higher value | AID 588627 | B-score at 10 µM;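 active = calcium response B-score plate-corrected fluorescence ratio at least 3 library SD, with starting fluorescence B-score inside 5 SD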
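Material: MrgX1-expressing HEK293 cells; input: 15,000 cells per well; doses: test compound given as first of three sequential additions; schedule: overnight plating before 1 h dye loading; technique: Fluo-4 NW calcium-flux fluorescence, kinetic read; evaluation: baseline-normalised fluorescence change ratio, B-scored; control set: plate-wise positive and negative controls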
HIF act: HIF pathway transcriptional activation; U2OS HRE-luciferase reporter, luminescence; normalized: DMSO 0%, desferrioxamine 100%; activation, % at 7.5 µM (by protocol); 0.32% of 300,000 active; AID 1910;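 active = mean activation of at least 10% of the iron chelator positive control signal, with at least half of replicates also reaching 10%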
TRPC4 agonist: opens the mouse TRPC4 cation channel; Q9QUQ5; HEK293 TRPC4beta/mu-opioid, Fluo4 calcium fluorescence; stronger effect = higher value; B-score at 10 µM; 0.49% of 310,000 active;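 active = B-score above 5 SD of library B-scores, and initial fluorescence ratio not above library mean plus 5 SD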;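 also: positive B-score marks a calcium rise read as TRPC4 activation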
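Material: HEK293 stable line with TRPC4beta plus mu-opioid receptor; technique: Fluo4 calcium-sensitive dye fluorescence, kinetic, 1 Hz baseline; timing: Fluo4 dye loading 45 min at room temperature, 110 s recording; controls: assay buffer as low control, maximal DAMGO as high control; read-out: integrated baseline-normalised fluorescence ratio, converted to per-well B score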
TRPC6 act: activates the mouse TRPC6 cation channel; 0.13% of 310,000 active; Q61143; B-score at 10 µM; HEK293-TRPC6 membrane potential dye fluorescence; stronger effect = higher value; AID 2550;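 active = B-score of the integrated fluorescence ratio above library mean plus 3 SD, and starting fluorescence ratio within library mean plus 5 SD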;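 also: higher score means more depolarization so channel activation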
PolyA inh: inhibitors of polyadenylation in S. cerevisiae; S. cerevisiae SKY197-pL101 polyadenylation reporter, beta-gal luminescence; efflux-impaired pdr1/pdr3 knockout yeast; score 100 = 6 SD above DMSO; calls only at 12 µM; 0.02% of 300,000 active; AID 1875;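 active = lowest replicate activity score at least 50, where 100 means six control SD above control mean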;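 also: yeast exposed to compound for 9 h at 30 °C; higher score means more reporter readthrough which indicates perturbed polyadenylation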
AI-2 QS modul: modulators of Vibrio harveyi AI-2 quorum sensing system; activity change, % at 7.5 µM; 0.4% of 300,000 active; Vibrio harveyi JMH597 AI-2 luminescence/OD600 ratio, 9 h; stronger effect = lower value; strain lacks LuxN and CqsS sensors; 0 = neutral-control median; in the data active = activity change below about -75%, passing the limit was not always enough;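 also: luminescence divided by OD600 gain over 9 h not by final OD600 alone; inactives centre near 13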
The depositor's hits bear a star; i = inactive; . = not tested or not shown. Not all compounds are listed; rates above refer to the full screens.

Structure,PolyA inh,TRPC4 agonist,TRPC4 potent,MrgX1 allo act,HIF act,AI-2 QS modul,TRPC6 inh,TRPC6 act,MrgX1 antag,TRPC4 inh,MrgX1 ag
CCO[C@H]1OC(C(=O)N2CCN(C)CC2)=C[C@@H](c2ccc(Br)cc2)[C@@H]1CCCO,i,i,i,i,0.1,18,i,i,i,i,i
Cc1ccc2cc(/C=C(\C#N)C(N)=O)c(N3CCCCC3)nc2c1,i,i,i,i,-0.4,26,i,i,i,i,i
Cc1ccc(S(=O)(=O)NC2(C(F)(F)F)NC(=O)N(Cc3ccccc3)C2=O)cc1 (configuration not stated),i,i,i,i,-0.2,19,i,i,i,i,i
O=C1CCc2cc(S(=O)(=O)N3CCCC3C(=O)N3CCN(c4ccccc4)CC3)ccc2N1 (configuration not stated),i,i,i,i,-0.3,-8,i,i,i,i,i
COC(=O)C1CN(S(=O)(=O)c2ccccc2)CCN1S(=O)(=O)c1ccccc1 (configuration not stated),i,i,i,i,0.5,-22,i,i,i,i,i
CC1(C(=O)N2CC3(CC(c4cccc(NC(=O)COc5ccc(Cl)cc5)c4)=NO3)C[C@@H]2C(N)=O)CC1 (some centres not stated),i,i,i,i,-0.2,-9,i,i,i,i,i
Cc1cc(N2CCN(C(=O)c3ccco3)CC2)n2ncc(-c3ccccc3)c2n1,i,i,i,i,2.8,0,i,i,i,i,i
COc1cccc(CNC(=O)CCC2CCCN(C(=O)c3cccc4c(C)c(C)[nH]c34)C2)c1 (configuration not stated),i,i,i,i,-0.1,12,i,i,i,i,i
CCn1c(=O)c(=O)[nH]c2cc(C(=O)NC(C)c3ccc(S(N)(=O)=O)cc3)ccc21 (configuration not stated),i,i,i,i,0.0,11,i,i,i,i,i
C(=N\Nc1nc(-c2ccccn2)nc2ccccc12)/c1ccccc1,i,i,i,i,6.1,16,i,i,i,i,i
CC1CC(C)CN(C(=O)C2CCN(S(=O)(=O)c3c(Cl)cccc3Cl)CC2)C1 (configuration not stated),i,i,i,i,-0.2,25,i,i,i,i,i
C=CCSc1[nH]c(=O)cc(C)c1C(N)=O,i,i,i,i,0.0,6,i,i,i,i,i
Cn1c(O)c(/C=C2\C=NN=C2c2ccccc2)sc1=S,i,i,i,i,-0.1,1,i,i,i,i,i
CC(C)(C)OC(=O)N1CCN(C(=O)[C@H](Cc2ccc(O)cc2)n2cc(CCO)nn2)CC1,i,i,i,i,1.7,21,i,i,i,i,i
Cc1cc(C)c(OCC(=O)Nc2ccccn2)c([N+](=O)[O-])c1,i,i,i,i,0.4,5,i,i,i,i,i
Cc1ccc(N=Nc2c(C)[nH]n(-c3ccccc3)c2=O)c(C)c1,i,i,i,i,0.0,31,i,i,i,i,i
CCc1ccccc1NC(=O)CCC(=O)N1CCSc2ccccc21,i,i,i,i,-0.1,-20,i,i,i,i,i
CC(C)N(C(=O)COC(=O)c1cc(Cl)cc(Cl)c1N)C(C)C,i,i,i,i,0.1,11,i,i,i,i,i
O=C(Nc1cc(-c2nc3ncccc3o2)ccc1Cl)c1ccc([N+](=O)[O-])o1,i,i,i,i,0.1,-6,i,i,i,i,i
COc1ccccc1N/N=C1\COC(C)(C)CC1=O,i,i,i,i,1.9,27,i,i,i,i,i
Cc1cc(C)n2nc(C(=O)NCc3ccco3)nc2n1,i,i,i,i,0.0,39,i,i,i,i,i
Cc1cc(Cl)c(OCCOCCN2CCC(C)CC2)c(Br)c1,i,i,i,i,-0.6,-13,i,i,i,i,i
COc1cc2ccccc2cc1C(=O)N1CCCCC1,i,i,i,i,-0.2,7,i,i,i,i,i
COc1ccc(-n2nc(C(=O)NCCCN3CCCC3=O)c3c4ccccc4n(C)c3c2=O)cc1Cl,i,i,i,i,-0.2,12,i,i,i,i,i
CCCn1c(SCC(=O)Nc2ccccc2-c2ccccc2)nnc1-c1ccoc1C,i,i,i,i,-0.9,11,i,i,i,i,i
O=C(NCCN1CCOCC1)c1ccc(CS(=O)c2ccccc2Cl)o1 (configuration not stated),i,i,i,i,-0.6,1,i,i,i,i,i
CCOC(=O)c1oc2ccc3c(c2c1C)C(=O)CC1(CCN(C(=O)OCC)CC1)O3,i,i,i,i,0.0,23,i,i,i,i,i
COc1ccc(OC)c(C2C(C(=O)Nc3ccccc3OC)=C(C)Nc3nc(CCCO)nn32)c1 (configuration not stated),i,i,i,i,0.1,8,i,i,i,i,i
CCN(c1ccc(NC(=O)COC(=O)CCc2nc3ccccc3n2-c2ccccc2)cc1)C(C)C,i,i,i,i,-0.9,17,i,i,i,i,i
CCSC1=N/C(=C\c2cccc(F)c2)C(=O)S1,i,i,i,i,-0.4,-2,i,i,i,i,i

As entered above.
HIF act result of C(=N\Nc1nc(-c2ccccn2)nc2ccccc12)/c1ccccc1 reads 6.1
AI-2 QS modul result of CCn1c(=O)c(=O)[nH]c2cc(C(=O)NC(C)c3ccc(S(N)(=O)=O)cc3)ccc21 (configuration not stated) reads 11

(more compounds)
Structure,PolyA inh,TRPC4 agonist,TRPC4 potent,MrgX1 allo act,HIF act,AI-2 QS modul,TRPC6 inh,TRPC6 act,MrgX1 antag,TRPC4 inh,MrgX1 ag
COc1ccc(C(=O)c2c(C)c3ccccc3n2CC(O)CNC(C)C)cc1 (configuration not stated),i,i,i,i,-0.5,-13,i,i,i,i,i
COc1ccc(N(C(=O)c2ccc(S(=O)(=O)N3CCCC3)cc2)C2C=CS(=O)(=O)C2)cc1 (configuration not stated),i,i,i,i,0.3,7,i,i,i,i,i
O=C(Nc1c(S(=O)(=O)c2ccccc2)csc1Br)c1ccccc1Cl,i,i,i,i,0.0,3,i,i,i,i,i
Cc1ccc([N+](=O)[O-])cc1NC(=S)NC(=O)c1cccnc1,i,i,i,i,0.3,8,i,i,i,i,i
O=C(O)c1cc(-c2ccccc2)n(-c2ccc(Cl)cc2Cl)n1,i,i,i,i,-1.5,0,i,i,i,i,i
CC(C)(C)OC(=O)NCCC(=O)N/N=C/c1cccc2cccnc12,i,i,i,i,-0.2,3,i,i,i,i,i
NC(=O)c1ccsc1NC(=O)COC(=O)c1ccccc1NCc1ccco1,i,i,i,i,-36,11,i,i,i,i,i
Cc1ccc(OCC(=O)N2CCN(C(=O)c3ccc([N+](=O)[O-])cc3)CC2)cc1,i,i,i,i,0.1,7,i,i,i,i,i
Cc1c(C)n(Cc2ccccc2)c2ncnc(Cl)c12,i,i,i,i,0.2,-4,i,i,i,i,i
CCNC(=O)n1nccc1C(C)Oc1ccc(Cl)cc1 (configuration not stated),i,i,i,i,-0.1,-6,i,i,i,i,i
CCOc1ccc(/C(O)=C2/C(=O)C(=O)N(CCOCCO)C2c2ccc(F)cc2)cc1 (configuration not stated),i,i,i,i,0.3,25,i,i,i,i,i
COc1ccccc1-c1cc(C(=O)NCc2ccc(F)cc2)no1,i,i,i,i,-0.1,18,i,i,i,i,i
CCOC(=O)c1c(C)[nH]c(C(=O)COC(=O)C(C)N2C(=O)C3CCCCC3C2=O)c1C (configuration not stated),i,i,i,i,0.1,14,i,i,i,i,i
CC(=O)Nc1ccc(N2Cc3ccccc3C2)cc1,i,i,i,i,-2.0,4,i,i,i,i,i
Clc1ccc(Nc2ncn[nH]2)c(Cl)c1,i,i,i,i,0.2,16,i,i,i,i,i
N#Cc1ccccc1Cn1cc(C#N)c2ccccc21,i,i,i,i,-0.1,34,i,i,i,i,i
Cc1sc2nc(SCC(=O)N3CCCC3)[nH]c(=O)c2c1C,i,i,i,i,-0.1,4,i,i,i,i,i
COC(=O)C1C(=O)C2=C(CC1C)NC(C)=C(C(=O)OC(C)C)C2c1ccc(OC)c(O)c1 (configuration not stated),i,i,i,i,0.1,13,i,i,i,i,i
COc1ccccc1CCC(=O)Nc1ccc(S(=O)(=O)Nc2nccs2)cc1,i,i,i,i,-0.3,20,i,i,i,i,i
COc1ccc(C2CC(C(F)(F)F)n3nc(C(=O)NCCCn4ccnc4)cc3N2)cc1OC (configuration not stated),i,i,i,i,-0.5,8,i,i,i,i,i
CC(C)C(=O)NC(=S)N1CCc2ccccc21,i,i,i,i,-0.1,23,i,i,i,i,i
CCCCc1c(C)c2cc(C)ccc2[nH]c1=O,i,i,i,i,0.7,17,i,i,i,i,i
CC(=O)Cc1nsc(Nc2ccc(F)cc2)n1,.,i,i,i,.,15,i,i,i,i,i
Cc1ccc2nc3c(cc(C(=O)NC4CCS(=O)(=O)C4)n3Cc3ccccc3)c(=O)n2c1 (configuration not stated),i,i,i,i,-0.3,22,i,i,i,i,i
c1ccc2c(-c3nc4ncccc4o3)cccc2c1,i,i,i,i,0.2,2,i,i,i,i,i
COc1ccc(CNC(=O)c2cc3c(=O)n4ccccc4nc3n(CC3CCCO3)c2=N)cc1 (configuration not stated),i,i,i,i,-0.8,16,-7.3*,i,i,i,i
COc1cccc(/C=N/NC(=S)NCCc2ccccc2)c1,i,i,i,i,0.4,5,i,i,i,i,i
COC(=O)c1sccc1NC(=O)c1cc(-c2cc(C)ccc2C)nc2ccccc12,i,i,i,i,-0.2,.,i,i,i,i,i
CCOc1ccc(N(CC(=O)NCc2ccccc2)C(=O)CCC(=O)Nc2nccs2)cc1,i,i,i,i,-0.4,17,i,i,i,i,i
COC(=O)c1ccc(CNC(=O)c2sccc2-c2ccccc2)cc1,i,i,i,i,0.1,59,i,i,i,i,i

Assay outcomes deposited in PubChem BioAssay by several laboratories.
